Yfh1-off respiration – mitochondrial function rescue without frataxin homolog – Friedreich's ataxia, plus single-dose screen, dose response (AID 1465). S. cerevisiae Yfh1-off respiration, WST-1 reduction, 72 h; higher fold induction means a stronger effect. fold induction at 50 µM; hits with a dose series show EC50 in µM. 220,000 tested, 0.074% active;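 active means fold induction of absorbance versus untreated yeast above a set limit, then at least 30% activation at any dose in follow-up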;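 further: activators that raise dye reduction in frataxin-depleted yeast; strong numbers were not always called active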
KOR beta-arrestin-1 – kappa opioid receptor blockers – cell-based, luminescence, uHTS (AID 1778). KOR beta-arrestin recruitment, luminescence, antagonist mode; higher % means a stronger effect. inhibition, % at 10 µM, or IC50 in µM where a hit was titrated. 290,000 tested, 0.091% active; further: strong numbers were not always called active
KOR beta-arrestin-2 – KOR agonists, beta-arrestin recruitment, primary screen, cell-based, luminescence, uHTS (AID 1777); KOR beta-arrestin recruitment, luminescence; higher % means a stronger effect; one-dose activation, % at 10 µM; EC50 in µM for titrated hits; 280,000 tested, 0.02% active; in the data active means activation above about 50%, passing the limit was not always enough; further: a part of the inactive calls stands beside numbers as strong as those of hits
CSM14.1 death rescue – protection against thapsigargin-triggered cell killing – 384-well, CSM14.1, ATP luminescence, primary screen (AID 1222). CSM14.1 thapsigargin-induced death rescue, ATP luminescence; higher % means a stronger effect. cellular ATP content (survival), % at 20 µM, or EC50 in µM where a hit was titrated. 190,000 tested, under 10 active;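 active means EC50 below 50 µM in the dose-response confirmation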;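 further: death triggered by thapsigargin at about 15 µM added after 2 h compound pretreatment; cell ATP read after overnight thapsigargin exposure of roughly 18 to 22 hours; normalized against plate controls of thapsigargin alone and 5% DMSO vehicle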
HEK293 NOD2/NF-kB – inhibition of NOD2-driven NF-kB reporter – cell-based, luminescence, uHTS, HEK293 (AID 1566). HEK293 NOD2/NF-kB luciferase reporter, luminescence; higher % means a stronger effect. inhibition, % at 4 µM, or EC50 in µM where a hit was titrated. 290,000 tested, 0.63% active; further: many of its hits are not listed in these tables
GPR55 beta-arrestin – selective activators of receptor GPR55 – imaging, U2OS cells, beta-arrestin-GFP redistribution, primary screen (AID 1961) | U2OS GPR55 beta-arrestin-GFP redistribution imaging; higher % means a stronger effect | 290,000 tested, 0.048% active | activation, % at 10 µM, or EC50 in µM where a hit was titrated;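 active means activation above 40% with more than 50 cells counted in the well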;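 further: U2OS osteosarcoma cells stably expressing GPR55 and beta-arrestin-GFP; plate controls were DMSO negative control for no effect and LPI positive control for full effect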
TNAP activators – stimulation of alkaline phosphatase TNAP activity – biochemical, luminescent, no phosphate acceptor, uHTS, primary screen (AID 1001) | purified TNAP, luminescent activation assay, no phosphate acceptor; higher activation fold means a stronger effect | activation fold at 20 µM; hits with a dose series show EC50 in µM | 200,000 tested, 0.03% active; in the data active means activation fold from about 3, or a potency from the dose series; inactive means the rest, 99 in 100 with activation fold below about 1.6; further: many of its hits are not listed in these tables
NOD1 inhibition – NOD1 signaling inhibitors, primary screen, cell-based, luminescence, uHTS (AID 1578) | 290,000 tested, 1% active | inhibition, % at 4 µM; hits with a dose series show EC50 in µM | NOD1-driven NF-kB luciferase reporter cells, luminescence; higher % means a stronger effect; in the data active means inhibition mostly above about 36%, no sharp cut-off; inactive means mostly below about 34%;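 further: HEK-293T reporter cells stimulated with the NOD1 agonist gamma-tri-DAP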
NTR1 agonist – NTR1-driven beta-arrestin-GFP spot formation – imaging, U2OS cells, high content, primary screen (AID 493036); P30989; agonist mode; activation, % at 20 µM; 330,000 tested, 0.17% active;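 active means activation at or above 40% of the spot to cytoplasm intensity ratio, with at least 20 cells analyzed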;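 further: 0% = DMSO without peptide and 100% = 100 nM NTR1 peptide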
Target sequence (P30989 whole entry, looked up): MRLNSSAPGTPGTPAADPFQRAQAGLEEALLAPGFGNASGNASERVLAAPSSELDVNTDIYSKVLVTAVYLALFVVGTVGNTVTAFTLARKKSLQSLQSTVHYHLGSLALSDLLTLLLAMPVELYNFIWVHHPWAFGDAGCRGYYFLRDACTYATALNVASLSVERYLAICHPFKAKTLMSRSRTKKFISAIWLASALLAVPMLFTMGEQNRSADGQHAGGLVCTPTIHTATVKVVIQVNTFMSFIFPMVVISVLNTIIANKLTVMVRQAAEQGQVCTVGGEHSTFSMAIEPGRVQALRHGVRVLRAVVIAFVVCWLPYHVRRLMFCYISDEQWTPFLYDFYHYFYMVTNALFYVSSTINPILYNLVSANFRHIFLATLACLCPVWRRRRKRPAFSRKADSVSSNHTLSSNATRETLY
NTR1 agonist cell count 20 µM – further read-out of NTR1 agonist, marked with its call; cell count; measured here: cell count, cytotoxicity flag
The depositor's hits bear a star; i = inactive; / = no result given; [ ] = another dose, or the depositor's remark. Unless noted, no stated cut-off is given here; in the data, active means inhibition above about 50%; inactive means the rest. These rows are one share of the data. The share of hits here may be higher or lower than overall.

Under each structure – Yfh1-off respiration, KOR beta-arrestin-1, KOR beta-arrestin-2, CSM14.1 death rescue, HEK293 NOD2/NF-kB, GPR55 beta-arrestin, TNAP activators, NOD1 inhibition, NTR1 agonist, NTR1 agonist cell count 20 µM
- O=[N+]([O-])c1ccc2nn(Cc3ccccc3)cc2c1
 : /, 4.6%, 2.7%, /, -14.5%, -0.1%, /, -15.7%, -0.1, 50
- CCN(CC)c1ccc(C2C(C(=O)OCCOC)=C(C)NC3=C2C(=O)CCC3)cc1 (stereo not drawn)
 : i, 14.1%, -2.7%, -2.0%, 10.7%, -0.2%, 1, -20.5%, -0.6, 44
- COc1ccccc1NC(=O)CSc1nnnn1Cc1ccccc1
 : i, 13.7%, 1.2%, -2.8%, 3.4%, 0.2%, 1.1, -23.6%, -1.6, 35
- O=C(c1ccc(-n2cccc2)cc1)N1CCOCC1
 : i, 14.0%, 0.1%, -1.5%, 7.5%, -0.1%, 1.1, 7.2%, -1.9, 94
- COCCN1C(=O)C(O)=C(C(C)=O)C1c1ccc(OC)c(OC)c1 (stereo not drawn)
 : i, -57.9%, -7.4%, 0.7%, 5.7%, 0.2%, 1, -26.2%, -1.1, 50
- COC(=O)Cc1c(C)[nH]n(-c2cc(Cl)cc(Cl)c2)c1=O
 : i, -11.2%, -2.7%, -1.7%, -21.3%, -0.6%, 1.1, -13.0%, 6.0, 41
- COc1cccc(N2CCN(c3cnc4ccccc4n3)CC2)c1
 : i, -31.9%, -1.0%, -1.9%, -48.9%, -0.5%, 1.1, -58.6%, 3.0, 103
- COc1ccc(Cn2c(-c3ccc(OC)cc3)n[nH]c2=S)cc1
 : /, -3.9%, -2.1%, /, 3.2%, -0.1%, /, -13.5%, -0.4, 81
- CCCCNC(=O)CC1S/C(=N/N=C/c2ccc(OC)cc2)NC1=O (stereo not drawn)
 : i, 0.1%, -3.5%, 2.2%, 5.2%, -0.2%, 1.1, -15.5%, 5.0, 61
- C/C(=C\c1ccco1)CN1CCC(N2CCC(C(=O)N3CCOCC3)CC2)CC1
 : i, -30.7%, 9.0%, 1.6%, 6.6%, -0.2%, 1.1, -18.7%, -0.5, 60
- Cc1ccc(N2C(=O)c3ccc(N)cc3C2=O)cc1
 : i, 27.4%, 6.6%, -1.5%, -58.4%, -0.2%, 1, -39.4%, 10.5, 88
- COC(=O)c1[nH]c2ccc(C)cc2c1NC(=O)NC1CCCCC1
 : i, -29.1%, -0.8%, -0.9%, 6.8%, 0.3%, 1, 4.2%, -1.2, 53
- CCc1cc2cc(C(=O)Nc3ccc(C)cc3)sc2s1
 : i, -55.0%, 15.4%, -1.5%, -23.5%, -0.2%, 1.1, -46.7%, -1.2, 75
- Cc1cc(OCC(=O)N2CCc3ccccc3C2)c(C)cc1Br
 : /, 11.3%[20 µM], 6.9%, /, 20.0%, 0.3%, /, -1.0%, 0.8, 56
- COc1ccc(C(=O)c2sc(NC(C)C)nc2N)cc1OC
 : i, 2.1%, -2.5%, 1.0%, -18.7%, 0.0%, 1.1, -5.2%, 0.7, 51
- O=[N+]([O-])c1cccc(-c2c[n+]3c(n2-c2ccccc2)SCC3)c1
 : i, 13.8%, -0.3%, -2.8%, 8.9%, -0.2%, 1.1, -26.6%, -0.3, 51
- Cc1ccc(C(=O)Nc2ccc(C)c(S(=O)(=O)Nc3ccccc3Cl)c2)s1
 : i, /, 0.6%, 2.4%, 35.5%, -0.2%, 1, 40.3%, 0.5, 59
- O=C1OC2(CCCC2)OC(=O)C1=Cc1c[nH]c2ccccc12
 : i, -4.3%[20 µM], /, -0.1%, 1.8%, -0.1%, 1, 35.3%, 0.9, 26
- O=C(CSc1ncnc2nc[nH]c12)c1ccc2ccccc2c1
 : i, 4.4%, 8.4%, 0.0%, 23.9%, -0.2%, 1.4, -4.8%, 2.6, 35
- NC(=O)CN1CCN(S(=O)(=O)c2ccc(Cl)cc2)CC1
 : i, -17.2%[20 µM], -2.1%, -0.1%, -1.2%, -0.1%, 1, -26.9%, 0.6, 41
- Cc1cc(NC(=O)COC(=O)C2CCC2)no1
 : i, 13.2%, -6.4%, -1.8%, 2.1%, 0.0%, 1.1, -11.1%, -1.1, 93
- N#Cc1c(NC(=S)NC(=O)c2ccccc2)sc2c1CCCC2
 : i, -7.2%, 3.3%, -0.4%, 5.0%, -0.2%, 1.1, -16.1%, 6.4, 50
- Cc1ccc(N2CCN(C(=O)N3CCCC3)CC2)cc1C
 : i, 21.3%, -3.6%, 0.6%, -7.0%, -0.1%, 1.2, -18.5%, -1.8, 86
- CCCCNC(=S)NC(=O)c1ccccc1Br
 : i, /, 4.3%, 14.9%, -13.0%, 0.2%, 1.2, -21.0%, 0.6, 43
- O=C(/C=C/c1ccc(Cl)cc1Cl)c1ccc[nH]1
 : i, -52.6%[20 µM], 0.7%, 0.7%, -3.8%, 1.1%, 1.1, 39.1%, 4.5, 75
- O=c1ccc2cc3c4c(c2o1)CCCN4CCC3
 : i, -19.9%[20 µM], /, 1.3%, 0.9%, 0.2%, 1.6, -14.4%, -0.7, 59
- CC(C)c1ccc(C2C(C(=O)c3ccco3)=C(O)C(=O)N2CCN2CCOCC2)cc1 (stereo not drawn)
 : /, -15.4%, 2.3%, /, 1.4%, -0.2%, /, -17.7%, 0.8, 40
- Cc1ccc(NC(=O)C(C)Sc2nnc(C)n2C)cc1 (stereo not drawn)
 : /, -48.3%[20 µM], 0.4%, /, 8.3%, 0.2%, /, -24.9%, -1.0, 63
- CCc1ccc(NC(=O)CSc2ccc(-c3ccccn3)nn2)cc1
 : /, 1.9%, 4.2%, /, -113.0%, 0.0%, /, 32.6%, 2.3, 70
- O=C(CCCC(=O)N/N=C/c1ccccc1C(=O)O)N/N=C/c1ccccc1C(=O)O
 : i, 14.6%, -0.6%, /, 9.6%, -0.1%, /, 7.8%, 2.5, 54
- Clc1ccc(-c2cc3ccccc3nc2N2CCOCC2)cc1
 : i, 13.2%, 0.7%, 0.4%, -1.1%, -1.1%, 0.9, 13.4%, 10.2, 97
- CCN(CC)CCNc1nc(SC)nc2sc3c(c12)CCN(C)C3
 : /, 14.1%, -6.1%, /, 15.4%, -0.1%, /, -7.0%, 0.2, 90
- CC1(C)C(=O)OC(c2ccccc2)C(C)(C)C1=O (stereo not drawn)
 : i, 11.3%, -1.7%, /, 12.4%, -0.1%, /, 0.3%, -0.3, 59
- COc1ccc(CC(=O)Nc2nccs2)cc1OC
 : i, -6.7%, 1.1%, 5.4%, 13.1%, 0.4%, 1, -8.6%, 2.1, 72
- CC(C)Nc1nc(NC(N)=S)nc(NC(C)(C)C)n1
 : i, -35.1%[20 µM], /, -0.4%, 15.6%, -0.1%, 1, -30.3%, 2.2, 38
- O=[N+]([O-])c1ccc(OCc2nnc(-c3ccccc3)o2)cc1
 : i, -13.8%, 41.3%, -0.7%, 1.5%, 0.3%, 1.1, -52.6%, 0.0, 77
- O=C(Nc1cc(=O)c2ccccc2o1)N1CCCCC1
 : i, 3.2%, 2.0%, 2.3%, 19.8%, 0.3%, 1, 13.7%, 5.7, 77
- O=C(CCn1c(=O)c2cccn2c2ccccc21)Nc1ccc(F)cc1
 : /, -8.2%, -4.1%, /, 15.1%, 2.9%, /, -17.6%, 2.5, 63
- O=C(c1ccc(F)cc1)C1CCN(C(=O)c2ccccc2F)CC1
 : /, -57.1%[20 µM], -0.4%, /, 13.7%, -0.3%, /, 49.5%, 1.5, 52
- O=c1/c(=C\c2ccc(F)cc2)sc2n1CCCN=2
 : i, -4.2%, -0.5%, /, -65.4%, -0.2%, 1.1, -63.5%, 1.2, 80
- Cc1ccccc1OCCCCc1c(C)n[nH]c1C
 : i, 1.4%, 4.0%, -1.4%, -60.3%, -0.2%, 1, 0.5%, 2.2, 50
- CCCOC(=O)C1=C(C)NC2=C(C(=O)CCC2)C1c1cc(OC)ccc1OC (stereo not drawn)
 : i, 15.3%, -5.4%, -1.9%, 11.7%, -0.1%, 1.1, -13.2%, 2.4, 85
- COc1ccc(/C=C2\SC(=S)N(CC3CCCO3)C2=O)cc1 (stereo not drawn)
 : i, -15.9%, 4.5%, /, -20.4%, -0.2%, /, -8.9%, 5.4, 45
- COC(=O)CSc1nnc(-c2ccc(S(=O)(=O)N3CCCCC3)cc2)o1
 : i, 10.2%, -3.6%, 4.4%, 13.2%, -0.2%, 1, -4.6%, -0.6, 87
- O=C(Nc1ccc2c(c1)OCO2)c1cc(-c2ccc(O)cc2)on1
 : /, -39.1%, 1.1%, /, -38.8%, -0.2%, /, -115.2%, 7.6, 44
- Cc1ccc(C2C(C(=O)c3sc(C)nc3C)=C(O)C(=O)N2CCN(C)C)o1 (stereo not drawn)
 : i, 1.0%, 1.3%, -1.5%, -1.2%, -0.2%, 1, 25.8%, -0.8, 45
- CCC1CCCCN1C(=O)c1ccc(OC2CCN(C(=O)CCOC)CC2)cc1 (stereo not drawn)
 : /, 28.8%, -8.3%, /, 10.4%, -0.1%, /, 7.3%, -1.6, 64
- Cc1cccc(NC(=O)NCc2ccc3c(c2)OCO3)c1
 : /, 13.3%, 2.1%, /, -21.8%, 0.0%, /, -60.6%, -0.3, 67
- COc1cccc(-c2nc(CS(=O)CC(=O)NC(C)CCc3ccccc3)c(C)o2)c1 (stereo not drawn)
 : /, 11.2%, -1.8%, /, 6.8%, -0.2%, /, -4.1%, -0.2, 58
- N#CC1=C(N)Oc2cc(N)ccc2C1C1CCCCC1 (stereo not drawn)
 : i, -12.6%, 2.9%, -2.3%, -10.4%, 0.5%, 1.1, 22.9%, 0.5, 61
- CC(=O)Nc1ccc(NC(=O)c2cc(C)nn2-c2ccccc2)cc1
 : i, 6.6%, -4.9%, -1.6%, 8.7%, -0.2%, 1.2, -11.0%, -3.9, 80
- CSCC[C@H](NC(=O)Nc1ccc(Oc2ccccc2)cc1)C(=O)O
 : i, -15.7%, 2.1%, /, -20.0%, -0.1%, /, 12.6%, 1.0, 53
- CC(=O)NS(=O)(=O)c1ccc(NC(=O)CCC2CCCC2)cc1
 : i, 2.8%, -1.6%, -1.3%, 7.1%, 0.2%, 1.1, -8.2%, 0.1, 72
- Cn1c(=O)c2c(nc(-n3ccnc3)n2Cc2ccc([N+](=O)[O-])cc2)n(C)c1=O
 : i, -22.1%, -1.1%, -0.7%, 8.3%, -0.2%, 1.1, -8.2%, -0.3, 55
- COc1ccc(-c2noc(CSc3ccc(C)cc3)n2)cc1
 : i, 4.8%, -4.0%, -0.5%, -8.9%, 0.2%, 1.1, -22.6%, 1.8, 62
- NC(=O)CCS(=O)(=O)CCN1CCCCC1
 : i, 6.7%, -5.1%, /, -5.5%, -0.1%, 1.1, -14.7%, -0.5, 52
- CCCOc1ccc(-c2c(C(=O)N/N=C/c3ccsc3)nnn2-c2nonc2N)cc1
 : /, -20.7%, -7.1%, /, 10.3%, -0.2%, /, -8.1%, 7.6, 68
- Cc1ccc(F)c([C@H]2C3C=CCC(c4ccccc4)C3C(=O)N2Cc2ccccc2)c1 (stereo partly drawn)
 : i, 27.4%, 4.1%, /, -4.3%, -0.1%, /, -7.2%, 18.4, 80
- c1ccc(OCCOCCSc2ncccn2)cc1
 : i, 5.5%, -1.0%, -1.7%, -9.7%, 0.3%, 1.1, 22.3%, 0.3, 48

Assay outcomes (PubChem BioAssay)
